Bioassay records (PubChem)
TNAP inh hiacc – blocks human TNAP under high phosphate acceptor concentration; P05186; purified TNAP, CDP-star luminescence, 1 M DEA; inhibition, % at 20 µM; 0.03% of 200,000 active;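 active = over 50% inhibition of tissue-nonspecific alkaline phosphatase at 20 µM in the single-dose screen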;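 note: plate controls were DMSO wells for no effect and EDTA-quenched wells as full inhibition for full effect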
TNAP act hiacc – increases human TNAP activity under high phosphate acceptor concentration; P05186; purified TNAP, CDP-star luminescence, 1 M DEA, 30 min; stronger effect = higher value; 0 = EDTA background, 1 = DMSO-only activity; activation factor at 20 µM; 200,000 tested, under 10 active;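 active = activation factor at least 2 at 20 µM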
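system = human TNAP | amount = enzyme diluted 1/800 final | reagent = 100 µM CDP-star substrate | signal = luminescent substrate turnover signal | dosing = one dose, 20 µM | benchmarks = EDTA negative control, DMSO positive control | measure = activation factor | timing = 30 min reaction, room temperature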
NF-kB neuron act – NF-kB expression increase, human neuronal cells | NF-kB reporter expression; stronger effect = higher value | fold change at 12.5 µM | 1.6% of 190,000 active | AID 1239; in the data active = fold change above about 3.3
PMI act satM6P – activators of human phosphomannose isomerase at near-saturating mannose 6-phosphate; P34949; coupled PMI enzyme assay, resazurin fluorescence, 20 min; stronger effect = higher value; 1 = untreated enzyme, 0 = substrate-free blank; activation factor at 20 µM; 0.34% of 190,000 active; AID 1216;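 active = activation factor of 2 or more at 20 µM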
Target sequence (P34949 whole entry, looked up): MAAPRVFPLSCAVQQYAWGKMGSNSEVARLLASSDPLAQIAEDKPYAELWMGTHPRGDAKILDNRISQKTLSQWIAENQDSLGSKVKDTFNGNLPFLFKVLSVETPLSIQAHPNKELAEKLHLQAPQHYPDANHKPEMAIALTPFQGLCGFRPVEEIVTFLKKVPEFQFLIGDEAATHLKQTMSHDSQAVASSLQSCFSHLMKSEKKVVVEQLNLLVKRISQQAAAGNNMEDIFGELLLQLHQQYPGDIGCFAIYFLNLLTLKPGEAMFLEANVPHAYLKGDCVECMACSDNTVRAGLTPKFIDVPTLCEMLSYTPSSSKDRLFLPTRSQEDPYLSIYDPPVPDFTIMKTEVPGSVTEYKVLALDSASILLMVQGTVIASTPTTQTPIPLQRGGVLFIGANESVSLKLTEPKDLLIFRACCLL
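test system = human PMI in coupled enzyme assay | medium = HEPES-buffered pH 7.4 with magnesium and detergent | also added = 1.0 mM mannose-6-phosphate substrate with 0.22 mM NADP+ | compound = 20 µM single dose | times = 20 min incubation at room temperature | measured by = resorufin fluorescence (Ex 544/Em 590 nm) from resazurin via diaphorase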
FLuc stim CS – firefly luciferase counter-screen for stimulation assays; P08659; 200,000 tested, under 10 active; activation factor at 10 µM; ATPlite luciferase biochemical, luminescence, 10 min; 0 = ATP-free wells, 1 = DMSO control;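 active = luciferase activation factor, scaled between plate controls, of at least 2 with compound at 10 µM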
Target sequence (P08659 whole entry, looked up): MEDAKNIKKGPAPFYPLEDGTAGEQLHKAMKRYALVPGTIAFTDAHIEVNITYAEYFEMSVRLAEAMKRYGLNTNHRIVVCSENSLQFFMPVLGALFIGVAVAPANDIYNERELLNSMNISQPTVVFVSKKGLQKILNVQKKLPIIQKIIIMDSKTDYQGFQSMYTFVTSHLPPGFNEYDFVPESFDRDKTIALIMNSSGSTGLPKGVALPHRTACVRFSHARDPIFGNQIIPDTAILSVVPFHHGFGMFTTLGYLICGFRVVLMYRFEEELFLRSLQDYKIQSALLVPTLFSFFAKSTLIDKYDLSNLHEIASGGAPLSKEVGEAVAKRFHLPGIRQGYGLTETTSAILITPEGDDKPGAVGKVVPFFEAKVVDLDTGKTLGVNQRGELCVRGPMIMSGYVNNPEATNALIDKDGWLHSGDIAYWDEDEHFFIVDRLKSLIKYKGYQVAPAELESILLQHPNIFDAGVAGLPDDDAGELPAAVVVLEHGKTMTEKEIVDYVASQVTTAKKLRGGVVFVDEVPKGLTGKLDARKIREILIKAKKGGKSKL
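test system = cell-free luciferase reagent | medium = PBS as buffer for the ATP substrate | dosing = test compounds dosed from 2 mM stocks in 100% DMSO | incubation = 10 min at ambient temperature | detection = luminescence measurement of luciferase light output | benchmarks = low control with PBS replacing ATP, high control enzyme plus ATP without compound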
PMI activator – increases human mannose-6-phosphate isomerase activity. AID 1214. activation factor at 20 µM. 0.005% of 190,000 active. purified human PMI, coupled resazurin fluorescence, 20 min; stronger effect = higher value; 1 = vehicle control, 0 substrate-free wells;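 active = activation factor of 2 or more at 20 µM, relative to plate controls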
APP 5'UTR act – activates APP 5'UTR luciferase reporter; SH-SY5Y APP 5'UTR luciferase reporter, luminescence; zero percent = DMSO vehicle wells; activation, % at 2 µM; 1% of 190,000 active; AID 1276;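 active = activation above a set limit, based on mean plus 3 SD of controls, cut at about 140% in these data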; note: values of inactives mirror those of a sister screen read the other way
TNAP inh no acc – inhibitors of human TNAP without phosphate acceptor | P05186 | purified TNAP, CDP-star luminescence, 30 min | inhibition, % at 20 µM | 0.26% of 200,000 active;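 active = tissue-nonspecific alkaline phosphatase inhibition above about 50% at 20 µM in the single-dose screen, limit read from the data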;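 note: 0% = DMSO negative control and 100% = EDTA positive control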
bIAP activator – intestinal alkaline phosphatase (bovine) activation; purified bovine IAP, CDP-star luminescence, 30 min; stronger effect = higher value; fold of DMSO-control signal, blank-subtracted; activation factor at 20 µM; 0.17% of 200,000 active;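 active = activation factor of 2 or more at 20 µM, a signal rise over negative controls twice the positive control's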
FLuc inh counter – inhibits firefly luciferase, flagging false hits in luciferase inhibition screens | P08659 | ATPLite firefly luciferase biochemical luminescence, 10 min | inhibition, % at 10 µM | 1.5% of 200,000 active | AID 1006;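 active = inhibition above about 50% when tested at 10 µM, limit read from the data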
The depositor's hits bear a star.

What do the screens show for `COC(=O)CSc1nc(N)nc(C)c1Cl`?
TNAP inh hiacc: -2; TNAP act hiacc: 1; NF-kB neuron act: 1; PMI act satM6P: 1.1; FLuc stim CS: 1; PMI activator: 1.1; APP 5'UTR act: 8; TNAP inh no acc: -4; bIAP activator: 1.1; FLuc inh counter: 0

What do the screens show for `CN(C)CC(C)(C)CNC(=O)c1cc(Br)cc(Br)c1O`?
TNAP inh hiacc: 1; TNAP act hiacc: 1; NF-kB neuron act: 1.1; PMI act satM6P: 0.8; FLuc stim CS: 1; PMI activator: 0.9; APP 5'UTR act: 5; TNAP inh no acc: -4; bIAP activator: 1; FLuc inh counter: -1

How did COc1ccccc1OCc1ccc(C(=O)N2CCOCC2)o1 do in these assays?
TNAP inh hiacc: -3; TNAP act hiacc: 1; NF-kB neuron act: 1.2; PMI act satM6P: 0.9; FLuc stim CS: 1; PMI activator: 1; APP 5'UTR act: -5; TNAP inh no acc: -9; bIAP activator: 1; FLuc inh counter: -4

What do the screens show for `O=C(c1cnccn1)N(c1ccccc1)C1(C(=O)NC2CCCC2)CCCCC1`?
TNAP inh hiacc: -2; TNAP act hiacc: 1; NF-kB neuron act: 1.3; PMI act satM6P: 1; FLuc stim CS: 1; PMI activator: 0.9; APP 5'UTR act: 1; TNAP inh no acc: -6; bIAP activator: 1.1; FLuc inh counter: -1

What do the screens show for `CC(=O)c1ccc(N(C)C)cc1`?
TNAP inh hiacc: -7; TNAP act hiacc: 1.1; NF-kB neuron act: 1.2; PMI act satM6P: 1; FLuc stim CS: 1; PMI activator: 1; APP 5'UTR act: 2; TNAP inh no acc: -14; bIAP activator: 0.8; FLuc inh counter: -2

Results for CCOC(=O)Cn1c(-c2ccc(Cl)nc2)nc2ccccc21 ?
TNAP inh hiacc: 1; TNAP act hiacc: 1; NF-kB neuron act: 1; PMI act satM6P: 1; FLuc stim CS: 1; PMI activator: 1; APP 5'UTR act: 0; TNAP inh no acc: -8; bIAP activator: 0.9; FLuc inh counter: -1

Results for CCOC(=O)/C(=N\Nc1cccc(Cl)c1)Sc1nnc(-c2ccc(OC)cc2)n1C ?
TNAP inh hiacc: -4; TNAP act hiacc: 1; NF-kB neuron act: 1.2; PMI act satM6P: 1; FLuc stim CS: 1; PMI activator: 1; APP 5'UTR act: -7; TNAP inh no acc: -3; bIAP activator: 0.8; FLuc inh counter: -4

How did COc1ccc(N2C(=O)CN(Cc3ccc(OC)c(OC)c3)C2=S)cc1 do in these assays?
TNAP inh hiacc: -3; TNAP act hiacc: 1; NF-kB neuron act: 1.2; PMI act satM6P: 0.9; FLuc stim CS: 1; PMI activator: 1; APP 5'UTR act: -12; TNAP inh no acc: -2; bIAP activator: 1.1; FLuc inh counter: -4

How did Cc1ccccc1NC(=O)CCN1CCc2ccccc2C1 do in these assays?
TNAP inh hiacc: -8; TNAP act hiacc: 1.1; NF-kB neuron act: 1.1; PMI act satM6P: 1; FLuc stim CS: 1; PMI activator: 1; APP 5'UTR act: 2; TNAP inh no acc: -9; bIAP activator: 1; FLuc inh counter: -3

What do the screens show for `COc1ccccc1NC(=O)C(CC=C(Cl)Cl)C(C)=O` (configuration not stated)?
TNAP inh hiacc: 2; TNAP act hiacc: 1; NF-kB neuron act: 1.1; PMI act satM6P: 1; FLuc stim CS: 1; PMI activator: 1; APP 5'UTR act: -5; TNAP inh no acc: -2; bIAP activator: 0.9; FLuc inh counter: 1

How did CC(C)c1ccccc1OCCNC(=O)c1cccnc1 do in these assays?
TNAP inh hiacc: 0; TNAP act hiacc: 1; NF-kB neuron act: 0.81; PMI act satM6P: 1; FLuc stim CS: 1; PMI activator: 1; APP 5'UTR act: 7; TNAP inh no acc: -9; bIAP activator: 1.1; FLuc inh counter: -4

How did COC(=O)c1sccc1NC(=O)C1CCCCC1C(=O)O (configuration not stated) do in these assays?
TNAP inh hiacc: -4; TNAP act hiacc: 1; NF-kB neuron act: 0.96; PMI act satM6P: 0.9; FLuc stim CS: 1; PMI activator: 0.8; APP 5'UTR act: -13; TNAP inh no acc: -7; bIAP activator: 0.9; FLuc inh counter: -2

Results for O=C(COC(=O)c1cc(-c2ccc(Cl)s2)nc2ccccc12)NCc1ccco1 ?
TNAP inh hiacc: 3; TNAP act hiacc: 1; NF-kB neuron act: 1.2; PMI act satM6P: 1.1; FLuc stim CS: 1; PMI activator: 1; APP 5'UTR act: -2; TNAP inh no acc: 0; bIAP activator: 1; FLuc inh counter: -2

How did CN1N=C(C(=O)N2CCc3c([nH]c4ccccc34)C2c2ccccc2Cl)CCC1=O (configuration not stated) do in these assays?
TNAP inh hiacc: -8; TNAP act hiacc: 1.1; NF-kB neuron act: 2; PMI act satM6P: 1; FLuc stim CS: 1; PMI activator: 0.9; APP 5'UTR act: 52; TNAP inh no acc: -12; bIAP activator: 1; FLuc inh counter: -3

What do the screens show for `COc1cccc(NC(=O)CN2C(=O)C(c3ccc(C)cc3)=NC23CCCCCC3)c1`?
TNAP inh hiacc: 5; TNAP act hiacc: 1; NF-kB neuron act: 1.4; PMI act satM6P: 0.9; FLuc stim CS: 1; PMI activator: 0.8; APP 5'UTR act: 4; TNAP inh no acc: -10; bIAP activator: 0.9; FLuc inh counter: -2

Results for COC(=O)Cn1c(C)nc2ccccc21 ?
TNAP inh hiacc: 3; TNAP act hiacc: 1; NF-kB neuron act: 0.89; PMI act satM6P: 1; FLuc stim CS: 1.1; PMI activator: 1; APP 5'UTR act: -4; TNAP inh no acc: -7; bIAP activator: 0.9; FLuc inh counter: -5

Results for COC(=O)c1cc(NC(=S)N2CCN(c3ccccn3)CC2)cc(C(=O)OC)c1 ?
TNAP inh hiacc: -7; TNAP act hiacc: 1.1; NF-kB neuron act: 1.1; PMI act satM6P: 0.9; FLuc stim CS: 1; PMI activator: 0.9; APP 5'UTR act: 15; TNAP inh no acc: -10; bIAP activator: 1.2; FLuc inh counter: -4

How did Cc1cccc(Nc2nnc(SCC3CCCCO3)s2)c1C (configuration not stated) do in these assays?
TNAP inh hiacc: -5; TNAP act hiacc: 1; NF-kB neuron act: 1.8; PMI act satM6P: 1; FLuc stim CS: 0.6; PMI activator: 0.9; APP 5'UTR act: -9; TNAP inh no acc: -30; bIAP activator: 0.8; FLuc inh counter: 35

How did CCn1nc(C)c(CNC(=O)CCc2nnc(Cc3c[nH]c4ccccc34)o2)c1C do in these assays?
TNAP inh hiacc: -6; TNAP act hiacc: 1.1; PMI act satM6P: 1.1; FLuc stim CS: 1.1; PMI activator: 1; APP 5'UTR act: 1; TNAP inh no acc: -10; bIAP activator: 1; FLuc inh counter: -6

How did CCCCNS(=O)(=O)c1ccc(NC(=O)c2c(-c3ccccc3Cl)noc2C)cc1 do in these assays?
TNAP inh hiacc: -4; TNAP act hiacc: 1; NF-kB neuron act: 0.74; PMI act satM6P: 0.9; FLuc stim CS: 1; PMI activator: 0.9; APP 5'UTR act: -11; TNAP inh no acc: -8; bIAP activator: 1; FLuc inh counter: -5

Molecules shown so far with an aryl thioether with sulfur outside any ring (two):
What do the screens show for `COC(=O)CSc1nc(N)nc(C)c1Cl`?
TNAP inh hiacc: -2; TNAP act hiacc: 1; NF-kB neuron act: 1; PMI act satM6P: 1.1; FLuc stim CS: 1; PMI activator: 1.1; APP 5'UTR act: 8; TNAP inh no acc: -4; bIAP activator: 1.1; FLuc inh counter: 0

How did Cc1cccc(Nc2nnc(SCC3CCCCO3)s2)c1C (configuration not stated) do in these assays?
TNAP inh hiacc: -5; TNAP act hiacc: 1; NF-kB neuron act: 1.8; PMI act satM6P: 1; FLuc stim CS: 0.6; PMI activator: 0.9; APP 5'UTR act: -9; TNAP inh no acc: -30; bIAP activator: 0.8; FLuc inh counter: 35

Next section.
Results for CCC/C(=N\NC(=O)CCC(=O)NCc1ccccc1)c1ccccc1 ?
TNAP inh hiacc: -5; TNAP act hiacc: 1; NF-kB neuron act: 1.2; PMI act satM6P: 1; FLuc stim CS: 1.1; PMI activator: 1; APP 5'UTR act: 3; TNAP inh no acc: -11; bIAP activator: 1; FLuc inh counter: -5

How did Cc1ccc(C(C(=O)NC2CCCC2)N2CCCC(C)C2)cc1 (configuration not stated) do in these assays?
TNAP inh hiacc: -4; TNAP act hiacc: 1; NF-kB neuron act: 1; PMI act satM6P: 1; FLuc stim CS: 1; PMI activator: 1; APP 5'UTR act: 3; TNAP inh no acc: -10; bIAP activator: 0.9; FLuc inh counter: -2

What do the screens show for `Cc1ccc(NC(=O)c2cc(-n3cnnc3)ccc2Cl)cc1`?
TNAP inh hiacc: 4; TNAP act hiacc: 1; NF-kB neuron act: 1; PMI act satM6P: 1; FLuc stim CS: 1.1; PMI activator: 1; APP 5'UTR act: -7; TNAP inh no acc: -6; bIAP activator: 1.1; FLuc inh counter: -5

Results for S=c1[nH]nc(Cc2cccc3ccccc23)n1-c1ccccc1 ?
TNAP inh hiacc: -4; TNAP act hiacc: 1; NF-kB neuron act: 1.3; PMI act satM6P: 0.9; FLuc stim CS: 1; PMI activator: 0.8; APP 5'UTR act: -20; TNAP inh no acc: -4; bIAP activator: 0.8; FLuc inh counter: -2

Results for CCn1c(=O)c(C(C)=O)nc2ccccc21 ?
TNAP inh hiacc: -3; TNAP act hiacc: 1; NF-kB neuron act: 1; PMI act satM6P: 1; FLuc stim CS: 1; PMI activator: 1; TNAP inh no acc: -6; bIAP activator: 1; FLuc inh counter: 0

How did Cc1ccc(/C=C/C(=O)Nc2ccncc2)o1 do in these assays?
TNAP inh hiacc: -1; TNAP act hiacc: 1; NF-kB neuron act: 1.3; PMI act satM6P: 1.1; FLuc stim CS: 0.9; PMI activator: 1.2; APP 5'UTR act: 20; TNAP inh no acc: -9; bIAP activator: 0.8; FLuc inh counter: 12

How did O=C(Nc1ccc(F)c(F)c1)c1ccc(F)c(S(=O)(=O)N2CCC3(CC2)OCCO3)c1 do in these assays?
TNAP inh hiacc: -5; TNAP act hiacc: 1.1; NF-kB neuron act: 0.77; PMI act satM6P: 0.9; FLuc stim CS: 1; PMI activator: 0.8; APP 5'UTR act: -13; TNAP inh no acc: -7; bIAP activator: 1; FLuc inh counter: -1

How did CCn1cc(C(=O)OCC(=O)c2ccc(Cl)cc2)c(=O)c2ccc(C)nc21 do in these assays?
TNAP inh hiacc: -1; TNAP act hiacc: 1; NF-kB neuron act: 1.1; PMI act satM6P: 0.8; FLuc stim CS: 1; PMI activator: 0.9; APP 5'UTR act: 12; TNAP inh no acc: -7; bIAP activator: 0.9; FLuc inh counter: -2

How did CCCCc1ccc(NC(=O)c2ccc(NS(C)(=O)=O)cc2)cc1 do in these assays?
TNAP inh hiacc: -7; TNAP act hiacc: 1.1; NF-kB neuron act: 1.2; PMI act satM6P: 1; FLuc stim CS: 1; PMI activator: 1; APP 5'UTR act: -12; TNAP inh no acc: -13; bIAP activator: 1.1; FLuc inh counter: -4
